From PubChem
DDE Tn6 FP inh = inhibitors of Tn6 peptide binding to fibrin DD(E), primary screen, biochemical, fluorescence polarization, human fibrin, Tn6 probe; Fibrin DD(E) TRITC-Tn6 fluorescence polarization displacement; inhibition, % at 8.3 µM; actives 0.21% (n = 370,000); Fibrinogen beta chain (Homo sapiens), P02675; AID 720509, 2013;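 active = inhibition above a per-campaign cutoff: mean of compounds within control limits plus 3 SD, cut at about 15% in these data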;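 note: 0% = median of all compound wells on the plate and 100% = blocking peptide control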
ARFGAP1 inhibitor = inhibitors of rat ARFGAP1 GAP activity, primary screen, biochemical, fluorescence polarization, GDP tracer. Arfgap1-stimulated ARF1 GTP hydrolysis, GDP FP detection. inhibition, % at 16.5 µM. actives 0.26% (n = 360,000). AID 651572, 2012;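 active = inhibition above a per-plate limit, mean inhibition of low control wells plus 3 SD, cut at about 25% in these data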;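 note: 0% = DMSO wells with enzyme and 100% = wells lacking Arfgap1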
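Material: rat Arfgap1 catalytic domain, aa 1-136; also added: human ARF1(Δ1-17)-GTP substrate; compound dosing: one concentration, 16.5 µM, DMSO 1.26%; incubation: GTP hydrolysis reaction 2 h at 25 °C; measured by: Tracer-displacement fluorescence polarization with EDTA stop, 620/688 nm; evaluation: % inhibition from polarization; repeats: one replicate per compound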
PLCg1 inh = PLC-gamma1 enzyme inhibitors, primary screen, biochemical, fluorescence, purified enzyme; 1-phosphatidylinositol 4,5-bisphosphate phosphodiesterase gamma-1 (Homo sapiens), P19174; fluorogenic substrate; inhibition, % at 12.2 µM; actives 0.84% (n = 370,000); AID 720700, 2013; in the data active = inhibition above about 9.5%
LEDGF integ inh = blockers of LEDGF/p75-dependent integrase strand transfer – biochemical, TR-FRET, high throughput, primary screen. HIV-1 integrase (with human LEDGF/p75). TR-FRET IN-LEDGF/p75 DNA integration, Eu/Cy5. inhibition, % at 3.7 µM. actives 0.64% (n = 370,000). AID 743269, 2014;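 active = inhibition above the screen-wide mean plus 3 SD, cut at about 13% in these data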;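 note: signal is the Cy5 over europium emission ratio at 671 and 618 nm; 0% = plate median of compound wells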
proKLK7 act = proKLK7 zymogen activators, primary screen, biochemical, fluorescence intensity; Kallikrein-7 (Homo sapiens), P49862; purified proKLK7, EDANS-DABCYL substrate fluorescence; 100% is mature enzyme control, 0% vehicle; activation, % at 7 µM; actives 0.9% (n = 370,000); AID 652039, 2013;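 active = activation above the mean of all tested compounds plus 3 SD, computed per campaign excluding outliers beyond control limits, cut at about 13% in these data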
Target sequence (P49862 whole entry, looked up): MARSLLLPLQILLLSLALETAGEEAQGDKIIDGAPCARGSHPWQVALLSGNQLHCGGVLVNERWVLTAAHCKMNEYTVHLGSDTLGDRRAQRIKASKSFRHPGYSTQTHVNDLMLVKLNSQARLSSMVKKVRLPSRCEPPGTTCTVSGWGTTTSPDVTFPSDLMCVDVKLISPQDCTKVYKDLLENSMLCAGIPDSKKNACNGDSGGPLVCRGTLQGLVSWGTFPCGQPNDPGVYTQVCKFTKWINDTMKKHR
TDP2 absorb = human TDP2 enzyme inhibitors, primary screen, biochemical, epi absorbance, recombinant enzyme; T5PNP hydrolysis, p-nitrophenol absorbance 415 nm; inhibition, % at 12.8 µM; actives 0.34% (n = 370,000);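 active = inhibition above the mean of all tested compounds plus 3 SD, set per campaign, cut at about 25% in these data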;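 note: 0% = DMSO with enzyme and 100% = buffer with substrate but no TDP2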
Target sequence (O95551 whole entry, looked up): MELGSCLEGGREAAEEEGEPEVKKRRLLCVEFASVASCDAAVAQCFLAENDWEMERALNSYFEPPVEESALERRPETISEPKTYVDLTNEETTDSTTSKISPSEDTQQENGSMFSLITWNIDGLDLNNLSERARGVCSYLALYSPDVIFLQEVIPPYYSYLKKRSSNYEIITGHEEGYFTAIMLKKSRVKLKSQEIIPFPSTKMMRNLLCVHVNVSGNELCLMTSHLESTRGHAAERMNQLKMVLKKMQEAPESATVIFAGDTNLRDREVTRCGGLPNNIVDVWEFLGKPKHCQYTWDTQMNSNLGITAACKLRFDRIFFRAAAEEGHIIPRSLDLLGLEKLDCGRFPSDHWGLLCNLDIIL
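Material: recombinant human TDP2; quantity: TDP2 enzyme at 120 nM final; medium: Tris-HCl pH 7.5 with MgCl2; compound: single concentration, 12.8 µM nominal, with 1% DMSO; incubation: 2 h enzyme incubation at 37 °C; signal: epi absorbance; measure: percent inhibition; benchmarks: high control without enzyme, low control DMSO plus TDP2; repeats: singlicate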
ASAP1 inh = inhibitors of human ASAP1 ArfGAP activity, primary screen, biochemical, fluorescence polarization; ASAP1-stimulated ARF1 GTP hydrolysis, GDP FP detection; Arf-GAP with SH3 domain, ANK repeat and PH domain-containing protein 1 (Homo sapiens), …; AID 624377, 2012; inhibition, % at 16.5 µM; actives 0.19% (n = 360,000); in the data active = inhibition above about 25%;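 note: 0% = vehicle with enzyme and substrate and 100% = no enzyme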
Target sequence (Q9ULH1 325-724 limits assumed): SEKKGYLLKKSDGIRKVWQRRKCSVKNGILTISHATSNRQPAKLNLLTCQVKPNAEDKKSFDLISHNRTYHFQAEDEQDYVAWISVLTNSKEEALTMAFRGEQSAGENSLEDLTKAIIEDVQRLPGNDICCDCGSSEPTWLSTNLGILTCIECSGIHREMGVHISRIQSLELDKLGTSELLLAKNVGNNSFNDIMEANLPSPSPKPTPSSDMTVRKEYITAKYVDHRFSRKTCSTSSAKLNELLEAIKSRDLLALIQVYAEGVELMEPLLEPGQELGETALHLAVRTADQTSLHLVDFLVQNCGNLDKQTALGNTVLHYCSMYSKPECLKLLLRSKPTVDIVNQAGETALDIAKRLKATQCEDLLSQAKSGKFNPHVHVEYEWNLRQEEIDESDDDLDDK
DDE Tn7 FP inh = inhibitors of Tn7 peptide binding to fibrin DD(E), primary screen, biochemical, fluorescence polarization, human fibrin, Tn7 probe. FP displacement of FITC-Tn7 peptide from fibrin DD(E); 0% = median of compound wells per plate. inhibition, % at 8.3 µM. actives 0.13% (n = 370,000). AID 720508, 2013;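 active = inhibition above the mean of compounds falling within the control limits plus 3 SD of them, cut at about 14% in these data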;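 note: 0% = plate median of compound wells and 100% = 10 µM Aha-Tn7 peptide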
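Also added: labelled Tn7 tracer, 0.1 µM; Assay system: human fibrin DD(E) protein; Amount: 2 µM fibrin DD(E); Schedule: 10 min compound pre-incubation, 3 h probe incubation at room temperature; Repeats: one replicate per compound; Read-out basis: percent inhibition; Measured by: fluorescence polarization of the labelled Tn7 tracer.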
ADAM17 inh = ADAM17 inhibitors, primary screen, biochemical, QFRET. inhibition, % at 6.95 µM. Disintegrin and metalloproteinase domain-containing protein 17 (Homo sapiens), P78536. actives 0.83% (n = 370,000). AID 720648, 2013. recombinant ADAM17, EDANS/DABCYL FRET peptide cleavage;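 active = inhibition above the mean of compounds lying between control limits plus 3 SD, set per campaign, cut at about 8.5% in these data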;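 note: 0% = DMSO-only wells as the low control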
ADAM10 inh = human ADAM10 inhibitors, primary screen, biochemical, QFRET, HTS. Disintegrin and metalloproteinase domain-containing protein 10 (Homo sapiens), O14672. recombinant ADAM10, EDANS/DABCYL FRET peptide cleavage, 3 h. inhibition, % at 7 µM. actives 0.62% (n = 370,000);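 active = inhibition above a per-campaign cutoff equal to the mean of compounds falling between control-based bounds plus 3 SD, cut at about 20% in these data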;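 note: 0% = DMSO wells while the 100% control is not disclosed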
Starred values were filed as active, the others as inactive; i = inactive; / = no result given.

SMILES	DDE Tn6 FP inh	ARFGAP1 inhibitor	PLCg1 inh	LEDGF integ inh	proKLK7 act	TDP2 absorb	ASAP1 inh	DDE Tn7 FP inh	ADAM17 inh	ADAM10 inh
Cc1cc(C)c(C)c(OC(=O)c2sc(Cl)nc2C)c1	3	6	4	1	0.1	-9	9	0	-1	2
O=c1cc(CO)oc(C(Nc2ccccn2)c2ccc(C(F)(F)F)cc2)c1O (configuration not stated)	8	9	-13	1	-3.5	-15	0	-6	6	4
CCCCCCN1C2=NCCCN2c2ccccc21	-2	-4	3	1	0.6	6	-4	1	-2	4
O=C(Oc1c(CN2CCOCC2)cc(Cl)c2cccnc12)c1ccccc1Br	-5	16	-27	-5	-0.7	-11	0	5	-2	6
CCCCC(=O)N1CCC(NS(=O)(=O)c2ccc3c(c2)CCN3C(C)=O)CC1	-7	/	7	-4	0.1	-10	/	0	-1	-9
O=C(O)c1cccc(NC(=O)c2cn(-c3ccccc3)nc2-c2cc3ccccc3o2)c1	6	4	-1	1	-0.9	3	5	-2	1	-4
CCCCOc1ccc(C(=O)Nn2cnnc2)cc1	2	7	0	0	-0.8	8	7	1	-4	3
CCC(Oc1ccc(Br)cc1)C(=O)N1CCN(c2ncccn2)CC1 (configuration not stated)	2	-1	-3	5	0.1	-10	-9	6	-3	-10
CCOC(=O)c1c(N)n(CCOC(=O)c2cccs2)c2nc3ccccc3nc12	11	-1	i	33*	8.9	75*	7	-3	i	i
CC(=O)c1cc2c(cc1NS(=O)(=O)c1ccc(C)cc1)OCO2	2	10	-4	2	0.4	-9	-5	-6	-4	-2
COc1cccc(C2C(C#N)=C(N)Oc3cc(C)n(Cc4ccccn4)c(=O)c32)c1OC (configuration not stated)	-2	-12	-8	3	1.1	4	-5	1	-7	-8
NC(=O)c1nc(-c2ccccc2)c(-c2ccccc2)[nH]c1=O	1	1	-16	2	0.3	10	-7	-8	0	-5
COc1cc(N)c2ncccc2c1Br	19*	15	-22	29*	0.5	76*	28*	6	-8	-25
Cc1ccc(NC(=O)Cn2ccc([N+](=O)[O-])n2)cc1C	2	-10	0	-1	0.1	5	9	-4	-2	4
O=C(COC(=O)c1cc(=O)[nH]c2ccccc12)NC1CCCCC1	-6	9	-65	0	-36	0	-1	0	-19	-95
Cc1ccc(S(=O)(=O)NC2=NCN(CCOC(=O)c3ccc([N+](=O)[O-])cc3)CN2)cc1	-6	-2	5	3	0.5	-10	16	-6	3	-1
COc1ccccc1Oc1cn[nH]c1-c1ccc(O)cc1O	3	1	2	-3	-0.7	6	3	1	-2	6
COc1ccc(C(=O)O/N=C(\N)c2ccc(OC)c(OC)c2)cc1	-1	-2	0	-2	-1.1	0	-5	-6	1	0
CCOc1cc(Cl)c(S(=O)(=O)NCCCn2ccnc2)cc1Cl	4	5	0	1	0.4	7	7	9	-1	-1
Cc1cc(Cc2cc(C)c(N)cc2C)c(C)cc1N	1	2	0	1	-0.2	12	-2	1	-4	2
CCOc1ccc(NC(=O)CC2C(=O)N(c3cccc(OC)c3)C(=O)N2C(C)C)cc1 (configuration not stated)	-5	-1	2	0	0.1	7	1	-1	-2	-3
Cc1ccc(C)c(S(=O)(=O)NCC(c2ccc3c(c2)OCO3)N2CCOCC2)c1 (configuration not stated)	8	-10	1	1	0.1	1	2	6	-4	-10
O=C(CCS(=O)(=O)c1ccc(F)cc1)Nc1nnc(-c2cccs2)o1	0	11	-2	1	0.2	0	-2	-8	0	-29
NC(=O)c1nsc(C(=O)N(CC(=O)NCc2ccc3c(c2)OCO3)C2CCCC2)c1N	2	-3	-33	2	2.4	6	3	2	-28	-82
CCNC(=O)CP(=O)(c1ccccc1)c1ccccc1	-5	1	1	2	0.3	-1	2	7	-3	-5
More compounds
SMILES	DDE Tn6 FP inh	ARFGAP1 inhibitor	PLCg1 inh	LEDGF integ inh	proKLK7 act	TDP2 absorb	ASAP1 inh	DDE Tn7 FP inh	ADAM17 inh	ADAM10 inh
CCC(=O)Nc1cccc(-c2cc3ccccc3oc2=O)c1	6	6	-19	-1	0.0	8	-3	0	1	-15
CCOc1ccc(CCN2C(=S)N([C@@H](CC(C)C)CN3CCCC3CN3C(=S)NC[C@@H]3Cc3ccc(O)cc3)C[C@@H]2Cc2ccc(O)cc2)cc1 (some centres not stated)	2	16	4	-2	-0.3	0	9	9	4	8
COc1cccc(OC)c1C(=O)Nc1ccc2c(c1)N(S(=O)(=O)c1cccs1)CCC2	-2	4	0	1	-0.4	6	10	2	-3	7
O=C(c1cc(F)c(F)cc1Cl)N1CCCCC1	9	4	1	-1	-0.3	-6	11	2	-3	-2
OC[C@@H]1CN(Cc2ccc3c(c2)OCO3)C[C@H](n2cnc3c(NCc4ccco4)ncnc32)O1	0	0	0	-1	0.4	3	-3	-2	-1	-2
C[C@@H]1CN([C@@H](C)CO)C(=O)CCCn2cc(nn2)CO[C@H]1CN(C)C(=O)Nc1ccccc1F	-4	-11	3	-2	-0.4	-2	-16	1	-2	-15
COC(=O)NN=C1CCC(c2ccccc2)CC1 (configuration not stated)	-4	-4	0	-1	0.6	13	6	5	-5	5
Cc1c(NS(=O)(=O)c2cccc(C(=O)NCc3ccccc3Cl)c2)c(=O)n(-c2ccccc2)n1C	-2	-8	-1	-7	0.1	12	-2	5	-2	-5
CN1CCN(C2=C(Cl)C(=O)N(c3cccc(Cl)c3)C2=O)CC1	-3	6	-8	0	-0.5	4	-5	-7	-5	4
NC(=O)c1nsc(C(=O)N(c2ccc(F)cc2)C(C(=O)NCC2CCCO2)c2c[nH]c3ccccc23)c1N (configuration not stated)	0	-3	-3	1	-0.5	-3	1	2	-9	-9
Cn1nc(NC(=O)CC(C)(C)CC(=O)O)c2ccccc21	-6	-6	0	3	0.5	4	-2	5	-5	-6
O=S(=O)(c1ccccc1)n1cc(-c2cccc3nccn23)c2ccccc21	-7	-5	-19	-2	0.7	0	8	8	-5	-30
CC(C)(C)c1ccc(C(=O)NNC(=O)c2cccc(Br)c2)cc1	-4	-2	1	0	0.5	-2	-12	2	-5	-5
c1csc(CSc2nc3ccccc3s2)c1	-2	-14	4	-1	1.0	-2	-3	-5	0	-3
CCOC(=O)c1c(C)oc2c1c(C(c1cccnc1)N1CCCCC1)c(O)c1ccccc12 (configuration not stated)	5	-4	-8	2	1.6	6	-4	-3	1	3
CCCCN(C(=O)c1cccc(S(=O)(=O)N(CC)c2ccccc2)c1)c1c(N)n(CCCC)c(=O)[nH]c1=O	2	3	-1	1	-0.2	-4	3	1	-1	-8
O=C(c1cc2ccccc2cc1O)N1CCN(c2ccc([N+](=O)[O-])cc2)CC1	6	-3	-10	2	-0.7	-2	-5	8	2	5
CCC1(c2ccccc2)NC(=O)N(CC(=O)Nc2ccc(N3CCCC3)cc2C)C1=O (configuration not stated)	-1	1	0	-1	0.1	7	22	1	0	4
CCCCCCCOc1ccc(OC(=O)c2cccnc2)cc1	-4	-8	-6	-1	0.2	9	4	13	-3	5
COc1ccccc1N(CC(=O)NC1CCCCC1C)S(=O)(=O)c1cccs1 (configuration not stated)	6	5	-1	34*	0.2	6	-12	3	-2	-5
COc1ccc(C(=O)Nc2cccc(C(=O)N3CCCCC3)c2)cc1	3	5	1	2	0.6	15	0	-6	-5	0
Cc1cc(CNC(=O)CC2C(=O)NCCN2CC(c2ccccc2)c2ccccc2)on1 (configuration not stated)	3	8	-3	-4	-0.7	6	-2	-2	-1	-7
O=C(N/N=C/c1cccc([N+](=O)[O-])c1)C1CC(=O)N(c2ccc(Br)cc2)C1 (configuration not stated)	-3	5	4	-3	0.4	-13	-8	5	1	9

Complete entries, looked up by structure.
Record of CCC(=O)Nc1cccc(-c2cc3ccccc3oc2=O)c1 : DDE Tn6 FP inh = 6; ARFGAP1 inhibitor = 6; PLCg1 inh = -19; LEDGF integ inh = -1; proKLK7 act = 0.0; TDP2 absorb = 8; ASAP1 inh = -3; DDE Tn7 FP inh = 0; ADAM17 inh = 1; ADAM10 inh = -15
Record of O=C(c1cc(F)c(F)cc1Cl)N1CCCCC1 : DDE Tn6 FP inh = 9; ARFGAP1 inhibitor = 4; PLCg1 inh = 1; LEDGF integ inh = -1; proKLK7 act = -0.3; TDP2 absorb = -6; ASAP1 inh = 11; DDE Tn7 FP inh = 2; ADAM17 inh = -3; ADAM10 inh = -2
Record of O=C(c1cc2ccccc2cc1O)N1CCN(c2ccc([N+](=O)[O-])cc2)CC1 : DDE Tn6 FP inh = 6; ARFGAP1 inhibitor = -3; PLCg1 inh = -10; LEDGF integ inh = 2; proKLK7 act = -0.7; TDP2 absorb = -2; ASAP1 inh = -5; DDE Tn7 FP inh = 8; ADAM17 inh = 2; ADAM10 inh = 5
